14-3-3g Raf – modulators of human 14-3-3 gamma - Raf peptide interaction | FP, 14-3-3gamma / TMR-pS259-Raf peptide binding | actives 0.19% (n = 160,000) | inhibition, % at 40 µM | P61981 | AID 422; in the data active = inhibition above about 30%;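 note: 0% = protein plus tracer without compound and 100% = blank with tracer alone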
Target sequence (P61981 whole entry, looked up): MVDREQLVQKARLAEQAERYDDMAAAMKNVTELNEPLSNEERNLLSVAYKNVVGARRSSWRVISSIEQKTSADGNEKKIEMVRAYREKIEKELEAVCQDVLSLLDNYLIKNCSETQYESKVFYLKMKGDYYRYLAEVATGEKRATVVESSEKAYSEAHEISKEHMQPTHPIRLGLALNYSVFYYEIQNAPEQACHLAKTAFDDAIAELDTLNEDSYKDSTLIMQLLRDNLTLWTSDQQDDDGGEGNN
Starred values were filed as active, the others as inactive; & = joins results of further samples.

14-3-3g Raf | SMILES
9.3 | O=C(Nc1ccc(NC(=O)c2ccco2)cc1)c1cccnc1
-3.5 | CCCCN(CCCC)CCCOC(=O)c1ccc(N)cc1
-0.3 | O=C1c2c(O)ccc(O)c2C(=O)c2c(NCCNCCO)ccc(NCCNCCO)c21
3.8 | CC(C)(C)NCC(O)COc1cccc2c1C[C@H](O)[C@H](O)C2 (stereo partly specified)
-5.5 | CCn1cc(C(=O)O)c(=O)c2cc(F)c(N3CCNC(C)C3)c(F)c21 (stereo unspecified)
-8.9 | COc1cc(C2Oc3cc(C4Oc5cc(O)cc(O)c5C(=O)C4O)ccc3OC2CO)ccc1O (stereo unspecified)
2.8 | CCC1(O)CC2CN(CCc3c([nH]c4ccccc34)[C@@](C(=O)OC)(c3cc4c(cc3OC)N(C)C3[C@]45CCN4CC=C[C@@](CC)([C@@H](OC(C)=O)[C@]3(O)C(=O)OC)[C@H]45)C2)C1 (stereo partly specified)
3.0 | Nc1ncnc2c1c(-c1ccc(Oc3ccccc3)cc1)cn2C1CCCC1
0.7 | CC(=O)Oc1ccc2c(C)cc(=O)oc2c1
-2.3 | CCCC(=O)O[C@]1(C(=O)COC(C)=O)CC[C@H]2[C@@H]3C[C@H](F)C4=CC(=O)C=C[C@]4(C)[C@@]3(F)[C@@H](O)C[C@@]21C
-0.5 | Cc1ccc(-c2nc(SCC(=O)N3c4ccccc4Sc4ccccc43)n[nH]2)cc1
3.7 | CC1(C)O[C@@H]2C[C@H]3[C@@H]4C[C@H](F)C5=CC(=O)C=C[C@]5(C)[C@@]4(F)[C@@H](O)C[C@]3(C)[C@]2(C(=O)CO)O1
3.9 | Cn1ccc2cc3c(cc21)CCN3C(=O)Nc1cccnc1
-16.9 | O=C(O)C1Cc2ccccc2CN1 (stereo unspecified)
-2.8 | COc1ccc(C(=O)NCc2nnc(SCC(=O)N3CCCc4ccccc43)o2)cc1
0.7 | CC(C)NNC(=O)c1ccncc1
-8.3 | CCN(CCCCOC(=O)c1ccc(OC)c(OC)c1)C(C)Cc1ccc(OC)cc1 (stereo unspecified)
-1.1 | CCCCCCCCCCCCCCCC(O)C(N)CO (stereo unspecified)
4.7 | O=C(c1ccccn1)N(Cc1cccs1)C1(C(=O)NC2CCCCC2)CCCCC1
-5.9&-5.5 | N=c1nc(N2CCCCC2)cc(N)n1O
2.8 | Cc1scc2c1N(C(=O)CN1CCN(C)CC1)c1ccccc1NC2=O
-8.9 | CCCOc1ccc2nc(NC(=O)OC)[nH]c2c1
7.4 | CCCC(=O)O[C@]1(C(=O)CCl)[C@@H](C)C[C@H]2[C@@H]3CCC4=CC(=O)C=C[C@]4(C)[C@@]3(F)C(=O)C[C@@]21C
-2.4 | C=C[C@H]1CN2CCC1C[C@H]2[C@H](O)c1ccnc2ccc(OC)cc12 (stereo partly specified)
2.1 | COc1ccc(C(=O)c2ccccc2)c(O)c1

Single values from above.
14-3-3g Raf result of COc1cc(C2Oc3cc(C4Oc5cc(O)cc(O)c5C(=O)C4O)ccc3OC2CO)ccc1O (stereo unspecified) stands at -8.9
14-3-3g Raf result of CC(=O)Oc1ccc2c(C)cc(=O)oc2c1 stands at 0.7
14-3-3g Raf result of CCCCCCCCCCCCCCCC(O)C(N)CO (stereo unspecified) stands at -1.1
14-3-3g Raf result of Nc1ncnc2c1c(-c1ccc(Oc3ccccc3)cc1)cn2C1CCCC1 stands at 3.0
14-3-3g Raf result of C=C[C@H]1CN2CCC1C[C@H]2[C@H](O)c1ccnc2ccc(OC)cc12 (stereo partly specified) stands at -2.4
14-3-3g Raf result of CC1(C)O[C@@H]2C[C@H]3[C@@H]4C[C@H](F)C5=CC(=O)C=C[C@]5(C)[C@@]4(F)[C@@H](O)C[C@]3(C)[C@]2(C(=O)CO)O1 stands at 3.7

As a working copy, part of the list above:
14-3-3g Raf | SMILES
3.8 | CC(C)(C)NCC(O)COc1cccc2c1C[C@H](O)[C@H](O)C2 (stereo partly specified)
-5.5 | CCn1cc(C(=O)O)c(=O)c2cc(F)c(N3CCNC(C)C3)c(F)c21 (stereo unspecified)
-8.9 | COc1cc(C2Oc3cc(C4Oc5cc(O)cc(O)c5C(=O)C4O)ccc3OC2CO)ccc1O (stereo unspecified)

A draw from above in order of heavy-atom count, lowest first:
14-3-3g Raf | SMILES
-8.9 | CCCOc1ccc2nc(NC(=O)OC)[nH]c2c1
-3.5 | CCCCN(CCCC)CCCOC(=O)c1ccc(N)cc1
-2.4 | C=C[C@H]1CN2CCC1C[C@H]2[C@H](O)c1ccnc2ccc(OC)cc12 (stereo partly specified)
3.0 | Nc1ncnc2c1c(-c1ccc(Oc3ccccc3)cc1)cn2C1CCCC1

Not all compounds are listed; rates above refer to the full screens.
